# Source: PubChem BioAssay
# FECH inh: inhibitors of human ferrochelatase; hit rate 3.3% among 20,000; P22830; calls only at 10 µM (by protocol); purified FECH, Ni-mesoporphyrin absorbance 550 nm;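 active = enzyme reaction rate more than 3 SD below the solvent-only control wells on the same plate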;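 note: lower slope than DMSO wells means FECH inhibition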
# Target sequence (P22830 whole entry, looked up): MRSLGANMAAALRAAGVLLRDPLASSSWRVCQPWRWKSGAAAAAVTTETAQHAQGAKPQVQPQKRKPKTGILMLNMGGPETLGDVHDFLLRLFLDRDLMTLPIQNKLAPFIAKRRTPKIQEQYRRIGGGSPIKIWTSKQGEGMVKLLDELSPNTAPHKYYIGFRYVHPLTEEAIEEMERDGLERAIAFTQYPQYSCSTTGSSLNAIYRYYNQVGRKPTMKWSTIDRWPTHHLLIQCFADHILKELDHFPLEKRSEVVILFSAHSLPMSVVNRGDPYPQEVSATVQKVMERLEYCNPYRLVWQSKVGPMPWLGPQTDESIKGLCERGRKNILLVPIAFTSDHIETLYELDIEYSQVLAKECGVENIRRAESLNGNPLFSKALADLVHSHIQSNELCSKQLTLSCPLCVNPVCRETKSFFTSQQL
# Calls only; i = inactive; + = active, no number.
# A first look:
structure	FECH inh
CCc1cc(NCc2ccccc2F)n2nc(-c3cccnc3)nc2n1	i
O=C(O)C1(Cc2cccc(Cl)c2)CCCN(c2ncccc2F)C1 (stereo unspecified)	i

# The listing, repeating the preview:
structure	FECH inh
CCc1cc(NCc2ccccc2F)n2nc(-c3cccnc3)nc2n1	i
O=C(O)C1(Cc2cccc(Cl)c2)CCCN(c2ncccc2F)C1 (stereo unspecified)	i
c1ccc(C(c2ccccc2)c2n[nH]c3c2CN(CC2CCCO2)CC3)cc1 (stereo unspecified)	i
CC(C)(C)c1ccc(C(=O)NCCn2c(C(F)(F)F)nc3cccnc32)cc1	i
COC(=O)c1ccc2c(c1)nc(N1CCC(O)(c3ccc(C)cn3)CC1)n2C	i
COc1cc(NC(=O)CN2CCC(n3ccnc3)C2)ccc1Cl (stereo unspecified)	i
CC(C)c1ccc(CNC(=O)c2ccc(Nc3cc(-c4ccccc4)ncn3)cc2)cc1	i
Cc1ccccc1-c1cc(N2CCN(C(=O)NC3CCCCC3)CC2)ncn1	i
COCCNC(=O)C1(C)Cn2c(cc3ccsc32)C(=O)N1c1ccccc1C (stereo unspecified)	i
Cc1nc2nc(N(C)S(=O)(=O)c3ccc(Cl)cc3)nn2c(C)c1Cl	i
Cc1ccc(F)c(CN2C[C@@H](C(=O)O)C[C@@H](C(=O)NC3CC3)C2)c1Cl	i
COc1cccc(NC(=O)C2CCCN(c3ccc(-c4cccc(C)c4)nn3)C2)c1 (stereo unspecified)	i
CCCc1cc(Sc2ccc(NC(=O)c3ccc(Cl)cc3)cc2)n2ncnc2n1	i
Cc1c(C(=O)O)sc2ncnc(N(C)CCN3CCCCC3=O)c12	i
CC(C)C1CN(C(=O)c2cc(=O)[nH][nH]2)CCC(=O)N1Cc1ccc(F)cc1 (stereo unspecified)	i
COc1ccc(CC(=O)NC2CC(=O)N(c3ccc(C)c(C)c3)C2)cc1OC (stereo unspecified)	i
C=C(C)COc1ccccc1C(=O)N(CC)C1CCOC(C)(C)C1 (stereo unspecified)	i
Cc1cc(CN(C)C(=O)c2coc(COc3cccc4cccnc34)n2)no1	i
CCC(C)Nc1nc(Nc2ccc(C)cc2)c2cnn(-c3ccccc3)c2n1 (stereo unspecified)	i
CCOC(=O)c1cc2ccsc2n1CC(=O)Nc1cccc(F)c1	i
CSCc1noc(-c2nc3c([nH]2)CC(c2ccc(F)cc2)CNC3=O)n1 (stereo unspecified)	i
CNC(=O)C1CCC(Cn2c(=O)c3sccc3n(CC(=O)NCc3cccc(OC)c3)c2=O)CC1 (stereo unspecified)	i
O=C(CN1CCOc2ccccc2C1)N1CCc2[nH]ncc2C1	i
Cc1cc(C)n(-c2ccc(C(=O)NC(Cn3ccnc3)C(C)C)cc2)n1 (stereo unspecified)	i
COc1ccc(F)c(-c2nc(Cn3cnc(C)c3)c(C)o2)c1	i
Cc1cccc(N2CCN(C(=O)Cn3c(=O)c4cnc(-c5ccccc5)nc4n(C)c3=O)CC2C)c1 (stereo unspecified)	i
Cc1ccc(Nc2c(-c3ccc4c(c3)CCCC4)c(=O)c2=O)c(Cl)c1	i
Cc1ccccc1Cc1nnc(NC(=O)CC2CNCCO2)s1 (stereo unspecified)	i
Cc1cnc(NC(C)CCn2cccn2)nc1N(C)C (stereo unspecified)	i
CN(Cc1ncc[nH]1)C1CCN(C(=O)c2ccccc2)CC1	i
Cc1cnccc1-n1nc(-c2ccccc2)nc1C1CCNC1 (stereo unspecified)	i
Cc1ccc(OCC(=O)Nc2cc(C)nn2-c2ncnc3c2cnn3-c2ccc(C)cc2C)cc1	i
Cc1nc(N(C)C)nc(NCCc2nc(-c3ccncc3)n[nH]2)c1C	i
COc1ccc(CN2CCCC(CNC(=O)CO)C2)cc1C (stereo unspecified)	i
CCc1ccc(CNC(=O)Cn2c(=O)c3cnc(-c4ccccc4)nc3n(C)c2=O)cc1	i
Cc1nc2c(c(N(C)C)n1)CCN(C(=O)c1cc3sccc3[nH]1)C2	i
COCCN1CC(Nc2nc(CCN)nc3ccccc23)CC1=O (stereo unspecified)	i
Cc1n[nH]c(C)c1CN1CCc2[nH]cnc2C1c1cccc2cccnc12 (stereo unspecified)	i
CCN(CC)Cc1cnc2c(C(=O)N3CCC3c3cccs3)cnn2c1 (stereo unspecified)	i
Cc1cc(C)cc(NC(=O)CN2CCCN(Cc3ccc(Cl)cc3)S2(=O)=O)c1	i
CC1CCCCN1Cc1cc(=O)n2[nH]c(NCc3ccc(Cl)cc3)nc2n1 (stereo unspecified)	i
O=C(NCC1(c2cccc(F)c2)CCOCC1)c1cnnn1-c1ccccc1	i
c1ccc(CC2CCN(c3nc(Nc4ccccc4)c4cnn(-c5ccccc5)c4n3)CC2)cc1	i
CCCN(CCC)c1ncc(NS(=O)(=O)c2ccccc2Cl)cc1C(=O)O	i
CNC(=O)Cc1ccc(-c2ccc(-c3ccn[nH]3)cc2)cc1	i
COC(=O)CCn1cnc(-c2ccccc2)c1-c1ccc(NC(C)=O)cc1	i
O=C(c1cnco1)N1CC[C@@H](c2ccc3ccccc3c2)[C@H](O)C1	i
COC(=O)c1cc2n(n1)CCCN(Cc1cc(C#CCO)cs1)C2	i
Cc1ccc(CN2CCCN(Cc3c(F)cccc3Cl)S2(=O)=O)cc1	+
Cc1ccc(C(=O)Nc2nc3n(n2)C(c2c(F)cccc2Cl)C=C(c2ccc(Cl)cc2)N3)cc1 (stereo unspecified)	i
Cc1cc(C)c(CN2CCC3(CCNC(=O)CC3)CC2)c(C)c1	+
CCOc1c(C)cc(S(=O)(=O)N2CCN(c3nc(C)cc(N(C)C)n3)CC2)cc1C	i
Cc1nc2nc(-c3ccccc3)nn2c(Sc2ccccc2NC(=O)c2cccc(Cl)c2)c1C	i
CC(C)(O)C#Cc1ccc(CN2CCn3nc(C(=O)O)cc3C2)s1	i
Cc1ccc(C2=CC(c3ccc(F)cc3)n3nc(NS(=O)(=O)c4ccccc4)nc3N2)cc1 (stereo unspecified)	i
COc1ccc(Cl)cc1S(=O)(=O)NCc1nc2cccnc2n1C1CCCCC1	i

# (cont.)
structure	FECH inh
CCCCN(Cc1ccco1)Cc1cccc2c1OCO2	i
COc1cccc(NC(=O)c2cc(-c3ccc(OC)c(S(N)(=O)=O)c3)n[nH]2)c1	i
CCOc1ccc2[nH]c(=O)c(CN3CCC[C@H]3COC)cc2c1	i
CCC(=O)Nc1cccc(C(=O)N(CC)Cc2noc(C3CCC3)n2)c1	i
CN(C)CC1(O)CCCN(CC(=O)Nc2cnn(C)c2)CC1 (stereo unspecified)	i
O=C(O)CNc1cccc(C(=O)N2CC=CC2)c1	i
c1ccc(-c2ncn(CCN3CCCC3)c2-c2nc3ccccc3[nH]2)cc1	i
CCC1=NOC(C(=O)NCc2csc(-c3cnccn3)n2)C1 (stereo unspecified)	i

# Rewritten with each value named: 4 of the compounds above
CCCCN(Cc1ccco1)Cc1cccc2c1OCO2
  FECH inh: i

COc1cccc(NC(=O)c2cc(-c3ccc(OC)c(S(N)(=O)=O)c3)n[nH]2)c1
  FECH inh: i

CCOc1ccc2[nH]c(=O)c(CN3CCC[C@H]3COC)cc2c1
  FECH inh: i

CCC(=O)Nc1cccc(C(=O)N(CC)Cc2noc(C3CCC3)n2)c1
  FECH inh: i

# More entries.
SMILES | FECH inh
CSC(C)(C)CC(C)NC1CCN(Cc2cccnc2)CC1 (stereo unspecified) | i
CCCc1c(C)nc2ncnn2c1Sc1ccc(NS(=O)(=O)c2ccc(OC)c(OC)c2)cc1 | i
Cc1ccccc1-c1nc2nc(CNc3cccc(Cl)c3)cc(=O)n2[nH]1 | i
CC1=C(C(=O)NCc2ccc(OC(C)C)cc2)C2(CCN(S(C)(=O)=O)CC2)OC1=O | i
Cc1cccc(CN2CCCN(CC(=O)NC(C)CCc3ccccc3)S2(=O)=O)c1 (stereo unspecified) | i
O=C(Nc1nc2n(n1)C(c1c(F)cccc1Cl)C=C(c1ccccc1)N2)c1ccccc1 (stereo unspecified) | +
Cc1cnccc1N1CCCN(C(=O)Nc2nc(C)n(C)n2)CC1 | i
C/C(=C\c1ccccc1)CN1[C@@H]2CC[C@H]1CN(C)C(=O)C2 | i
O=C(CN1N=C(c2ccccc2)c2ccccc2S1(=O)=O)Nc1cccc(Cl)c1 | +
Cc1ccc(-c2nc3cccnc3n2CCNS(=O)(=O)c2cccc(Cl)c2)cc1 | +
O=C1NCC2(CCN(C(=O)c3ccc4cccc(Cl)c4n3)CC2)O1 | i
O=C(CSc1cc(N2CCCCC2)ncn1)Nc1ccc2c(c1)OCCO2 | i
CC1CCCN(c2ccc(C(N)=O)cc2-n2cnnc2)C1 (stereo unspecified) | i
CN1CCNC(=O)C12CCN(C(=O)c1ccc3sc(N)nc3c1)CC2 | i
CN(C)c1cccc(C(=O)N2CCc3c(c(C(=O)NCc4ccccc4)nn3C)C2)c1 | i
CC(C)Cc1cc(CNC(=O)C2CCCN2S(C)(=O)=O)no1 (stereo unspecified) | i
O=C(NC1CCCCC1)C1CCN(c2ccc(-c3ccc(F)cc3)nn2)CC1 | i
O=C(NCCc1ccco1)C1CCN(c2ccc(-c3cccs3)nn2)CC1 | i
NS(=O)(=O)c1ccc(CCNS(=O)(=O)c2ccc(N3C(=O)CCS3(=O)=O)cc2)cc1 | i
CCCc1nc2nc[nH]n2c(=O)c1NC(=O)Nc1ccc(C)c(C)c1 | i
CCc1c(C)nc2ncnn2c1Sc1ccc(NC(=O)c2ccco2)cc1 | i
CCNc1ccnc(N2CCC(C(O)c3ccccn3)CC2)n1 (stereo unspecified) | i
CN(C)CC1(O)CCCN(C(=O)CCCc2cn[nH]c2)C1 (stereo unspecified) | i
COc1ccccc1CNC(=O)c1nc[nH]c1C(=O)N1CCc2ccccc2C1 | i
CC(=O)Nc1cccc(-c2nc(CC3CCN(C)CC3)no2)c1 | i
Cc1cccc(CN(C(=O)CCNS(C)(=O)=O)C(C)C)c1 | i
Cc1ccc(C(=O)NCCC2=CCCCC2)cc1NC(=O)C1CC1 | i
CCc1ccc(Cn2c(CNS(=O)(=O)c3ccc4c(c3)CCCC4)nc3cccnc32)cc1 | i
Cn1ccc2c(-c3ncccc3C(=O)N3CCCCC3)ccnc21 | i
CCOc1ccccc1NC(=O)N1CCN(c2cc(-c3ccc(OC)cc3)ncn2)CC1 | i
COc1cccc(NC(=O)C2CCN(c3ccc(-c4cccc(C)c4)nn3)CC2)c1 | i
CCOc1ccc2nc(NC(=O)C3CCCN3S(=O)(=O)c3cc(C(=O)OC)n(C)c3)sc2c1 (stereo unspecified) | i
COc1ccc(-n2cnnc2CN2CCN(c3ccc(F)cc3)CC2)cc1 | i
Cn1ccnc1CN(Cc1ccncc1)C[C@@H]1CCC(=O)N1 | i
Cc1cc(C(F)(F)F)nc(CCNS(=O)(=O)NCc2ccccc2)n1 | i
C=CCNc1ccccc1C(=O)N1CCCC1c1nc(C(C)C)no1 (stereo unspecified) | i
O=C(NC1CCC(n2cnnc2)CC1)c1ccc(Cn2ccnc2)o1 (stereo unspecified) | i
Cc1nc2ccc(C(=O)N3[C@@H]4CC[C@H]3CNC(=O)C4)cc2nc1C | i
CC(C)c1cc(C2CCN(Cc3nccn3C)CC2)[nH]n1 | i
CCc1ccc(Cn2c(CNS(=O)(=O)c3ccc([N+](=O)[O-])cc3)nc3cccnc32)cc1 | +
CCCCOc1ccc(C(=O)Nc2cc(N3CCCS3(=O)=O)ccc2C)cc1 | i
COCCNc1cc(-c2ccc3c(c2)CNCC3)c2cc[nH]c2n1 | i
O=S(=O)(c1cccc(Cl)c1)N1CCN(Cc2nc3cccnc3n2-c2ccccc2)CC1 | i
Cc1ccc(CS(=O)(=O)N2CCNC(C(=O)O)C2)cc1 (stereo unspecified) | i
CC(=O)N(C)c1ccc(NC(=O)CN2CCNC(=O)[C@@H]2Cc2ccccc2)cc1 | i
Cc1cccc(C)c1NC(=O)CN1CCN(Cc2ccc(F)cc2Cl)S1(=O)=O | i
CC(C)(C)c1cc(CNC(=O)CCc2nc3ccc(F)cc3[nH]2)[nH]n1 | i
O=C(NC1CCCCC1)c1nc[nH]c1C(=O)N1CCCCCC1 | i
CNC(=O)CN(C)Cc1nc(-c2ccc(OC)c3ccccc23)oc1C | i
CCc1ccc(Cn2c(CNS(=O)(=O)c3cccs3)nc3cccnc32)cc1 | i
CC(C)NC(=O)[C@@H]1C[C@H](N)CN1C(=O)C1(c2ccc(F)cc2)CCOCC1 | i
Cc1ccc(-c2nc(CSc3nc(C)c(Cc4ccccc4)c(=O)[nH]3)c(C)o2)cc1 | i
CCNc1ncc(CN2CCN(C)C3(CCN(C(=O)COC)CC3)C2)cn1 | i
CCc1ncc(C(=O)N2CCOc3c(O)cc(-c4cccnc4)cc3C2)cn1 | i
O=C(c1cccc(Cl)c1)N1CCN(S(=O)(=O)c2cc3c4c(c2)CCN4C(=O)CC3)CC1 | i
c1ccc2c(c1)CCC2Cc1nc(C2CC2)n[nH]1 (stereo unspecified) | i
CSc1nc(NC2CCCC2)c(C#N)c(-c2ccc(C)cc2)n1 | i
O=S(=O)(NCCn1c(C(F)(F)F)nc2cccnc21)c1ccc2c(c1)CCCC2 | i
COc1ccc(N2CCCS2(=O)=O)cc1NC(=O)c1ccc(C)c(C)c1 | i
CCn1c(CNS(=O)(=O)c2ccc(OC)c(OC)c2)nc2cccnc21 | i

# In the list so far, these contain a tert-butyl group.
SMILES | FECH inh
CC(C)(C)c1ccc(C(=O)NCCn2c(C(F)(F)F)nc3cccnc32)cc1 | i
CC(C)(C)c1cc(CNC(=O)CCc2nc3ccc(F)cc3[nH]2)[nH]n1 | i

# (further entries)
SMILES | FECH inh
COc1cc(C(=O)NC2CC(=O)N(c3cccc(F)c3)C2)cc(OC)c1OC (stereo unspecified) | i
COC(=O)C1(C(=O)N2CCCN(C)C3(CCN(C)CC3)C2)CC1 | i
Clc1cccc(Nc2nc(NCCc3ccccc3)nc3c2cnn3-c2ccccc2)c1 | i
Cc1cc(N2CCOCC2)nc(N2CCN(S(=O)(=O)c3ccc(I)cc3)CC2)n1 | i

# The list is partial (hit frequency here may not be typical).
